# Screening results (PubChem BioAssay)
# KB-3-1 cytotox: qHTS assay for MDR1-selective chemotherapeutics: Primary screen using the parental adenocarcinoma cell KB-3-1. 400,000 compounds, 1.4% hits. AID 1347075, 2019. KB-3-1 viability, CellTiter-Glo ATP luminescence, 72 h. Potency, µM (titrated, usually from 46.1 µM), for the others: top-dose activity change, negative = cytotoxic, usual class: cytotoxic; further: potency means the concentration at half of the fitted maximal effect; on the % scale 0 is the no-effect control and ±100 the full control effect; nearly all actives have a fitted effect of over 60% in size
#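 Cells are dispensed, compounds pinned in, plates held at 37 °C for 72 h, then CellTiter-Glo is added and luminescence read after 10 minutes. Cell line: parental KB-3-1 in phenol-red-free DMEM, 10% FBS.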
# SW480 rerep: A quantitative high throughput screen for small molecules that induce DNA re-replication in SW480 colon adenocarcinoma cells | Potency, µM (doses to about 46.1 µM), inactives show at the top dose re-replication activation, most hits filed as activators | SW480 DNA re-replication, Hoechst DNA content imaging, 48 h | 340,000 compounds, 1.8% hits; further: potency means the concentration at half of the fitted maximal effect; % of control where 0% means no effect; nearly all actives have a fitted effect of over 55% in size
#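 250 cells/well; 23 nL cpd via pin tool; 48 hr, 37 C, 5% CO2; Hoechst 40 min; imager read of total nuclear intensity, ex 405/em 500-530 nm.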
# IL1B secr inh: qHTS for Inhibitors of Inflammasome Signaling: IL-1-beta AlphaLISA Primary Screen; THP-1 LPS/ATP IL-1B secretion, AlphaLISA, 16 h; stronger effect = lower value; activity change, % at 57.5 µM; 360,000 compounds, 4.7% hits; in the data active means activity change below about -50%; inconclusive means mostly about -30% to -49%; further: on the % scale 0 is the no-effect control and ±100 the full control effect
#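 Secreted IL-1B measured by AlphaLISA bead assay after 16 h compound exposure of THP-1 cells; compounds (final up to 57.5 uM) added 1 h before LPS (250 ng/mL) and ATP (1.25 mM) stimulation; lower signal means less secretion.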
# HEK293 tox: qHTS of GLP-1 Receptor Inverse Agonists: Cytotox Screen; 410,000 compounds, 0.13% hits; HEK293 cAMP-luciferase reporter cells, luminescence, 24 h; Potency, µM (highest dose often 38.3 µM), for the others: top-dose activity change, negative = inhibition, most hits filed as inhibitors;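 further: loss of luciferase light is scored as toxicity; potency means the concentration at half of the fitted maximal effect; on the % scale 0 is the no-effect control and ±100 the full control effect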
#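 Quantitative HTS format, 1536 wells, 200 cells/uL seeded. Compounds: 23 nL, 24 h, 37 °C. Detection: luciferase reagent, luminescence at 12 min RT; decreased signal taken as cytotoxic.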
# KB-V1 cytotox: qHTS assay for MDR1-selective chemotherapeutics: Primary screen using the drug-selected MDR subline cells KB-V1 | KB-V1 MDR cells viability, CellTiter-Glo, 72 h | Potency, µM (series often up to 46.1 µM), for the others: top-dose activity change, negative = cytotoxicity, usual class: cytotoxic | 400,000 compounds, 3.4% hits; further: potency means the concentration at half of the fitted maximal effect; on the % scale 0 is the no-effect control and ±100 the full control effect; nearly all actives have a fitted effect of over 60% in size
#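 Potencies derive from concentration-effect curves fitted to normalized luminescence (CellTiter-Glo) of KB-V1 cells treated for 72 h at 37 degrees C in phenol-red-free DMEM containing 10% FBS.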
# HT1080NT lethal: qHTS for induction of synthetic lethality in tumor cells producing 2HG: qHTS for the HT-1080-NT fibrosarcoma cell line. Potency, µM (doses to about 46.1 µM), for the others: at the highest dose activity, negative = less viability, hits mostly cytotoxic. 360,000 compounds, 1.6% hits. AID 686970, 2013. HT-1080-NT fibrosarcoma viability, CellTiter-Glo ATP luminescence, 48 h;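 further: NT is the 2HG producing partner of a matched IDH1 knockdown line; potency means the concentration at half of the fitted maximal effect; 0% = DMSO-treated cells and -100% = media-only wells without cells; nearly all actives have a fitted effect of over 55% in size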
#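 Viability by CellTiter-Glo luminescence after 48 h compound exposure at 37C of HT-1080-NT cells (750/well, RPMI, 5% FBS). % activity scaled between DMSO wells and medium-only wells, then curve-fitted and categorized by curve class.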
# D3 ag: qHTS of D3 Dopamine Receptor Agonist: qHTS | D(3) dopamine receptor (Homo sapiens), P35462 | D3R DiscoveRx beta-arrestin cells, luminescence, 90 min | max activation, % | 410,000 compounds, 0.58% hits | AID 652048, 2013; in the data active means max activation above about 30%; further: 0% is about no effect; mostly tested at two doses, the higher about 12 µM
# Target sequence (P35462 whole entry, looked up): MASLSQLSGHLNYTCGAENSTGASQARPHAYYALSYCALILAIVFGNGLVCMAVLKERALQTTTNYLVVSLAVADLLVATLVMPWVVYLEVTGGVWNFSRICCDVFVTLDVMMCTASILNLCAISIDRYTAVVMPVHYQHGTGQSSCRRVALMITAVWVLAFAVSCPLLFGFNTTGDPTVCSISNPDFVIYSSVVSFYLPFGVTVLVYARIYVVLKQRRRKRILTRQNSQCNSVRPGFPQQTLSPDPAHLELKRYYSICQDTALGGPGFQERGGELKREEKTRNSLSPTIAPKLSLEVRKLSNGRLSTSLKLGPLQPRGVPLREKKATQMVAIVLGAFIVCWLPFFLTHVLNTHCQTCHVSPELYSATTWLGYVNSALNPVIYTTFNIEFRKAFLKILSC
#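 Cells at 1500/well, incubated overnight, then treated with pinned compounds (dopamine as control) for 90 min at 37 degrees C. DiscoveRx reagent added for 30 - 60 minutes at room temperature; luminescence read.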
# MCF10A rerep: A quantitative high throughput screen for small molecules that induce DNA re-replication in MCF 10a normal breast cells | MCF 10A DNA re-replication, Hoechst nuclear intensity, 48 h | Potency, µM (titrated, usually from 46.1 µM), inactives show top-dose activity, positive = re-replication, hits mostly activators | 350,000 compounds, 2.9% hits; further: potency means the concentration at half of the fitted maximal effect; % of control where 0% means no effect; nearly all actives have a fitted effect of over 50% in size
# HT1080 IDH1KD tx: qHTS for induction of synthetic lethality in tumor cells producing 2HG: qHTS for the HT-1080-IDH1KD cell line; HT-1080 IDH1 knockdown viability, ATP luminescence, 48 h; Potency, µM (doses to about 46.1 µM), for the others: top-dose activity, negative = toxicity, usual class: cytotoxic; 360,000 compounds, 2% hits;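 further: potency means the concentration at half of the fitted maximal effect; 0% = DMSO wells and -100% = cell-free medium wells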
#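 Using the IDH1-knockdown HT-1080 line run in the same batch and compound series as the NT line, viability after 48 h at 37 °C was determined by CellTiter-Glo luminescence and expressed as % activity.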
# Active calls of the source: *; ? = inconclusive; / = not tested or not shown; & = joins results of further samples; [ ] = dose if it differs, or a comment. Unless noted, the call rests on the fitted dose curve; in most records, active means well fitted curve in the direction sought with a large enough effect; inconclusive means small, poorly fitted or top-dose-only effect, or another doubt; inactive means no such curve, though single readings can be large; an effect the other way counts as inactive or inconclusive.
SMILES,KB-3-1 cytotox,SW480 rerep,IL1B secr inh,HEK293 tox,KB-V1 cytotox,HT1080NT lethal,D3 ag,MCF10A rerep,HT1080 IDH1KD tx
CCOc1ccc(NC(=O)N2CCN(Cc3cc(=O)n4nc(-c5ccc(OC)cc5)sc4n3)CC2)cc1,-4%,/,/,0%,16%,/,5,/,/
Cc1cccc(NC(=O)NCc2ccc3c(c2)OCO3)c1C,-3%,-4%,-11,5%,5%,13%,2,-1%,-4%
O=C(O)CCn1cc(-c2ccc(Cl)cc2)nc1-c1ccc(Cl)nc1,6%,-6%,25,6%,-2%,12%,8,?,3%
Cc1ccc(NS(=O)(=O)c2cc(C(=O)Nc3cccc(N(C)S(C)(=O)=O)c3)ccc2C)c(C)c1,-24%,-8%,-7,0%,16µM*,-2%,43*,3%,-1%
Cc1ccc(C(=O)Nc2ccc3c(c2)nc2n3CCSC2)cc1,4%,-16%,32,3%,-6%,-8%,1,-183%[0.0737 µM],10%
O=C(CCn1nnc2ccccc2c1=O)N[C@@H](Cc1ccccc1)C(=O)O,8%,-7%,10,7%,3%,7%,0,5%,7%
Cc1ccc2nc(C)cc(Cl)c2c1,27%,6%,0,-8%,27%,21%,7,2%,12%
O=C(OC1C2C=CC1C1C(=O)NC21)c1ccccc1 (stereo not given),-17%,/,-10,2%,-5%,1%,5,/,4%
NC(c1ccccc1)c1csc(Nc2ccccn2)n1 (stereo not given),0%,/,?,2%,0%,-16%,-9,/,-15%
Cc1ccc(C)c(N2CC(C(=O)Nc3cc(C)on3)CC2=O)c1 (stereo not given),2%,2%,0,0%,6%,7%,7,11%,4%
CCOc1cc(N2CCOCC2)c(OCC)cc1NC1=NCCCCC1,12%,3%,-9,-13%,20%,2%,5,4%,7%
COc1ccc(N(CC(=O)N2CCc3ccccc3C2)S(=O)(=O)c2c(C)[nH]c(=O)[nH]c2=O)cc1,6%,-9%,13,-8%,-6%,15%,8,0%,10%
CC(C)C(OC(=O)c1ccco1)C(=O)NCc1cccs1 (stereo not given),29%,-4%,12,4%,24%,9%,4,1%,7%
COc1ccc(CNC(=O)c2sc3nc4n(c(=O)c3c2C)CCC4)cc1,7%,/,/,22%,-14%,/,-7,/,/
CCc1ccc(NC(=O)CN(C(=O)N2CCN(CC)CC2)S(=O)(=O)c2ccc(C)cc2)cc1,-3%,0%,-55*,12%,0%,0%,0,2%,4%
Fc1ccc2nc(Nc3ccccc3)sc2c1,-7%,4%,-4,-4%[0.307 µM],1%,-14%,8,1%,-7%
COc1ccccc1CCn1cnc2c3cc(C)ccc3n(C)c2c1=O,1%,16%,-26,-1%,?,-29%,-10,10%,-11%
N#Cc1c(NC(=O)c2ccccc2)sc2c1CCC2,16µM*,10µM*,20,-15%,4.6µM*,?,-4,?,?
CC(C)(C)NC(=O)C(c1ccc(Cl)cc1)N(CCO)C(=O)c1snc(C(N)=O)c1N (stereo not given),12%,3%,-5,5%,-2%,-17%,0,-2%,-7%
O=C(c1ccco1)N1CCN(Cc2nnnn2CC2CCCO2)CC1 (stereo not given),0%,-34%,22,-8%,-19%,-1%,1,-8%,5%
O=C(Nc1ccc2oc(-c3cccc(F)c3)nc2c1)c1ccccc1F,?,?,-22,-9%,?,8%,0,?,1%
CCOC(=O)Cc1c(C)nc(-c2ccccc2)[nH]c1=O,0%,0%,14,18%,13%,-3%,-1,5%,?
Cc1cccn2c(=O)c(/C=C(\C#N)C(=O)NCc3ccccc3)c(N3CCC(C(N)=O)CC3)nc12,-13%,?,-12,2%,5%,-1%,-16,0%,-2%
COc1ccc(C2CC(c3ccccc3)=NN2C(=O)COC(=O)c2cc(S(=O)(=O)N3CCOCC3)ccc2F)cc1 (stereo not given),-5%,-4%&0%,3,-2%,0%,-1%,2,?,-1%
Cc1cc(C(=O)N/N=C/c2cccs2)no1,2%,2%,20,?,0%,1%,-5,1%,7%
CS(=O)(=O)c1ccc2nc(NC3(C(F)(F)F)N=C4SCCN4C3=O)sc2c1 (stereo not given),-1%,19%,-14,0%,-6%,?,-3,?,-2%
COc1ccc(/C=N/NC(=O)CC(=O)NC2CCCCC2)cc1,6%,-8%,26,-6%,-9%,10%,-13,-3%,-2%
Cc1cc(C)cc(NCc2cc3c(cc2[N+](=O)[O-])OCO3)c1,-19%,0%,?,25%,-27%,?,-18,-2%,-17%[9.24 µM]
CCN1CCn2c3c(c4cc(Br)ccc42)CCCC31 (stereo not given),-4%,-1%,-7,23%,?,-12%,-10,?,-19%
Cc1ccc(C2CC(c3ccccc3)=NN2C(=O)CSc2nnc(-c3ccncc3)n2C)o1 (stereo not given),10%,-231%[inhibitor],-3,-2%,?,-1%,2,2%,-10%
Cc1ccc(Nc2nc(C)c(CCC(C)C)c(=O)[nH]2)cc1,-2%,-6%,-13,-1%,2%,8%,-1,?,7%
CCN1C[C@@H]2[C@@H]3C(=O)N(Cc4ccccc4)C(=O)[C@@H]3[C@](C)(C1=O)N2C(=O)c1ccc(Cl)cc1,?,2%,-1,?,19%,3%,3,-1%,5%
CC1(C)CC(=O)C2=C(C1)N(Cc1cccnc1)C(=O)C2(NC(=O)c1cccnc1)C(F)(F)F (stereo not given),8%,1%,51,-21%,-4%,11%,2,-1%,7%
Cc1nc2ccccn2c(=O)c1NC(=O)c1cccs1,7%,-5%,18,-2%,14%,3%,-2,2%,21%
COc1ccc(S(=O)(=O)Nc2ccccc2C(=O)NCc2cccnc2)cc1C,2%,-3%,6,-3%,-24%,3%,-4,?,-12%
Cc1ccc(-n2nc(C(=O)Nc3cccc(C#N)c3)c3c4ccccc4n(C)c3c2=O)cc1,14%,/,/,4%,7%,/,-25,/,/
CCCCCNC(=O)C1c2ccccc2Oc2ccccc21,3%,-8%,-4,0%,30%,-8%,4,-3%,6%
Cc1cc(Cl)ccc1Oc1cccc(C(=O)/C(C#N)=C/N(C)C)c1,-2%,-7%,-20,8%,1%,-8%,-9,?,-8%
CC(C)(C)c1nc(CN2CCOCC2)ccc1O,1%,2%,5,0%,-1%,4%,-3,7%,10%
CC(NC(=O)NCC1CCCO1)(C(F)(F)F)C(F)(F)F (stereo not given),5%,-8%,8,-16%,1%,3%,10,-5%,5%
Cc1cccc2sc(NNC(=O)c3ccc(S(=O)(=O)N4CCc5ccccc5C4)cc3)nc12,5.8µM*,4.1µM*,125,-12%,4%,?,20,?,16µM*
COc1ccc(CN(C(=S)Nc2ccccc2)C2CC(=O)N(c3ccc(F)cc3)C2=O)cc1 (stereo not given),0%,1%,9,0%,0%,?,-6,?,?
Cc1cc(C)nc(NS(=O)(=O)c2ccc(NC(=O)C3CC(=O)N(c4ccccc4)C3)cc2)n1 (stereo not given),22%,-5%,-11,-17%,10%,6%,-2,5%,5%
CSc1ccccc1NC(=O)COC(=O)CCc1ccccc1,-3%,-7%,15,1%,-8%,17%,10,0%,27%
Cc1ccc(CNS(=O)(=O)c2cc3c(cc2C)NC(=O)CO3)cc1,-3%&-4%,-11%,-8,5%&-10%,20%&0%,-11%,-1&3,13%,-8%
Cc1ccc(C(=O)CSc2nnc(-c3ccncc3)n2C)cc1,24%,0%,0,24%,0%,14%,-10,?,14%
COc1ccc(-c2cc(CNS(=O)(=O)c3ccc(F)cc3)on2)cc1,1%,-9%,6,10%,-18%,-3%,-8,1%,-3%
Cc1cc(NC(=O)CCCC(=O)NCc2cccs2)no1,7%,0%,10,-6%,2%,5%,-2,5%,2%
COc1ccc(/C=N/NC(=O)c2cccc([N+](=O)[O-])c2)cc1O,-24%,?,7,-21%[7.66 µM],-19%,-15%,-9,?,-19%
Cn1c(N)c(C(=O)COC(=O)CSc2ccccc2)c(=O)n(C)c1=O,-10%,-1%,-3,-4%[1.53 µM],-2%,-3%,6,2%,0%

# Retrieved by structure from above, 3 records:
SMILES,KB-3-1 cytotox,SW480 rerep,IL1B secr inh,HEK293 tox,KB-V1 cytotox,HT1080NT lethal,D3 ag,MCF10A rerep,HT1080 IDH1KD tx
Cc1cc(C(=O)N/N=C/c2cccs2)no1,2%,2%,20,?,0%,1%,-5,1%,7%
CC1(C)CC(=O)C2=C(C1)N(Cc1cccnc1)C(=O)C2(NC(=O)c1cccnc1)C(F)(F)F (stereo not given),8%,1%,51,-21%,-4%,11%,2,-1%,7%
Cc1cccn2c(=O)c(/C=C(\C#N)C(=O)NCc3ccccc3)c(N3CCC(C(N)=O)CC3)nc12,-13%,?,-12,2%,5%,-1%,-16,0%,-2%

# Next part.
SMILES,KB-3-1 cytotox,SW480 rerep,IL1B secr inh,HEK293 tox,KB-V1 cytotox,HT1080NT lethal,D3 ag,MCF10A rerep,HT1080 IDH1KD tx
COc1ccc(C(C)=O)cc1CON=C1CSCc2ccccc21,0%,/,12,-1%,-15%,3%,5,/,2%
Cc1onc(C(=O)N2CCN(Cc3ccccc3)CC2)c1[N+](=O)[O-],3%,?,-22,-8%,-9%,3%,5,3%,11%
COc1c2c(nc3occc13)C(CC=C(C)C)(OC)C(=O)C=C2 (stereo not given),1%,-8%,-7,8%,-5%,-1%,-4,1%,13%
COc1ccc(CN2C(=O)N(c3ccc(F)cc3)C(=O)C2CC(=O)Nc2ccccc2)cc1 (stereo not given),-3%,/,/,-1%,4%,/,-3,/,/
CCOC(CNC(=O)C(=O)Nc1cc2c3c(c1)CC(=O)N3CCC2)OCC,17%,18%,14,-3%,-8%,3%,-13,-2%,3%
Cc1ccccc1Nc1cc(C(=O)NC2CCCC2)c2ccccc2n1,10%,/,/,23%,11%,/,-8,/,/
